Compound activity: PubChem, several laboratories
CF NFkB inh – inhibitors of PAF-induced NF-kB signaling, primary screen, cell-based, GFP fluorescence, uHTS; 360,000 tested, 0.86% active; AID 588850, 2011; KKLEB NF-kB-GFP reporter, GFP fluorescence overnight; inhibition, % at 5 µM;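 active = at least 50% inhibition at 5 µM, scaled per plate between neutral and stimulator controls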;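 note: PAF is a Pseudomonas aeruginosa culture filtrate used as stimulus; plate controls were PAF-stimulated DMSO wells for no effect and unstimulated DMSO wells for full effect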
SRC1 inh – SRC1 coactivator transcriptional activity inhibitors, primary screen, cell-based, luminescence; Nuclear receptor coactivator 1 (Homo sapiens), Q15788; 360,000 tested, 0.12% active; HEK293 GAL4-SRC1 luciferase reporter; AID 588354, 2011; inhibition, % at 3.6 µM;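 active = inhibition above the campaign mean plus 3 SD, with each screening campaign given its own cutoff, cut at about 60% in these data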;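 note: 0% = DMSO treated cells and 100% = gossypol at 36 µM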
NR5A2 inv ag – LRH-1 (NR5A2) inverse agonists, primary screen, cell-based, luminescence, HEK293T, StAR-luciferase reporter; Nuclear receptor subfamily 5 group A member 2 (Homo sapiens), O00482; LRH-1 transfected, 24 h; inhibition, % at 3.6 µM; 360,000 tested, 0.13% active; AID 602396, 2012;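 active = inhibition above the mean inhibition of all tested compounds plus 3 SD, cut at about 73% in these data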;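 note: 0% = DMSO wells and 100% = reporter-only cells lacking LRH-1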
Target sequence (O00482 whole entry, looked up): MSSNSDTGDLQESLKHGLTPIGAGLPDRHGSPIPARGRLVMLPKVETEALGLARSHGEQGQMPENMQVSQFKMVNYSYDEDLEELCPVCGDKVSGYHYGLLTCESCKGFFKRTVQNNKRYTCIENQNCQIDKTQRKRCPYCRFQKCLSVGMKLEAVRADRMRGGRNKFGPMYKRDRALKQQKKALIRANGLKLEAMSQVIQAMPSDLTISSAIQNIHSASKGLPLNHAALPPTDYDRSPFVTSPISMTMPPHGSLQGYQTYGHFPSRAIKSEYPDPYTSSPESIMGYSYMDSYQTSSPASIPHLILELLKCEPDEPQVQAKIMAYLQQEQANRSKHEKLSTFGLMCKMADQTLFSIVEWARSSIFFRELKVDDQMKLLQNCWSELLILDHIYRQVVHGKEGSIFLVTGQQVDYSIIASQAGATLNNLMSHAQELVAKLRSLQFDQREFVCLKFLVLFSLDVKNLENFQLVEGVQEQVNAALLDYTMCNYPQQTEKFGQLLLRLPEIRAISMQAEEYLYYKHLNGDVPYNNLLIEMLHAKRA
NR2F2 inh – NR2F2 transcriptional activity inhibitors, primary screen, cell-based, luciferase reporter, HEK293T, luminescence | inhibition, % at 8.6 µM | COUP transcription factor 2 (Homo sapiens), P24468 | HEK293T NGFI-A luciferase reporter | 370,000 tested, 0.7% active;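 active = inhibition above a per-plate cutoff, mean inhibition of test wells between control levels plus 3 SD, cut at about 38% in these data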;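 note: cells cotransfected with COUP-TFII expression vector driving the NGFI-A reporter; 0% = median of COUP-TF2 test wells and 100% = reporter-only cells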
Target sequence (P24468 whole entry, looked up): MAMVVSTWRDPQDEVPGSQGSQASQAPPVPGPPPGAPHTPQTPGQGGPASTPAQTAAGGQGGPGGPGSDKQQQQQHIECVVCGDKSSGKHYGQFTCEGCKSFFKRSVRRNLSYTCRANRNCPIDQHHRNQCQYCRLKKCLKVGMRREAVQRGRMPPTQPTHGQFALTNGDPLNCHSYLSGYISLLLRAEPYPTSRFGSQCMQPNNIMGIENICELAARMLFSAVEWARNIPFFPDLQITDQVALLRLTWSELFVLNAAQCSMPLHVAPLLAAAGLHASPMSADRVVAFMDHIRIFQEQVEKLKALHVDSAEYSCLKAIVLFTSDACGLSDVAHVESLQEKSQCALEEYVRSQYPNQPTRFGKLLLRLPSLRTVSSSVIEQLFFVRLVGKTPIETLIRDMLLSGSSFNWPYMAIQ
TROY signal inh – inhibitors of TROY-driven NF-kB signaling, primary screen, Q293 LMP1-TROYcd cells, NF-kB luciferase, uHTS; AID 1347056, 2019; Q293 LMP1-TROYcd NF-kB luciferase reporter, 4 h; inhibition, % at 10 µM; 360,000 tested, 0.98% active;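 active = compounds whose plate-normalised and pattern-corrected inhibition of the luciferase reporter signal at the single screening dose is 50% or more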
KKLEB cytotox – cytotoxicity in KKLEB CF airway cells, primary screen, cytotoxicity control for CF NF-kB inhibitor project, cell-based, uHTS, fluorescence assay plates; activity change (cytotoxicity), % at 5 µM; KKLEB CF airway cells viability, ATPlite luminescence, overnight; stronger effect = lower value; cells stimulated with P. aeruginosa culture filtrate; 360,000 tested, 0.36% active; AID 602141, 2011;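 active = corrected activity change at or below -50% at 5 µM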
NCOA3 inh – SRC3 coactivator transcriptional activity inhibitors, primary screen, cell-based, luminescence. Nuclear receptor coactivator 3 (Homo sapiens), Q9Y6Q9. inhibition, % at 3.6 µM. HEK293 GAL4-SRC3 luciferase reporter. 360,000 tested, 0.17% active;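 active = inhibition above a per-campaign cutoff, the mean of all compounds plus 3 SD, cut at about 60% in these data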;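 note: 0% = DMSO-treated cells and 100% = gossypol-treated cells at 36 µM; higher means less SRC3-driven luciferase light from the GAL4 reporter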
C8 TRAIL sens – viability loss with TRAIL in NB7+C8 cells, primary screen, TRAIL sensitizer project, cell-based, ATPlite luminescence. AID 624354, 2012. inhibition (viability loss, TRAIL sensitization), % at 10 µM. 360,000 tested, 1% active;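 active = compounds causing at least 50% loss of cell viability in the single-dose screen, relative to plate controls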
Shn3 3UTR inh – reduction of Shn3 3'UTR firefly luciferase signal, primary screen, Schnurri-3 inhibitor project, cell-based, Clone20 osteoblasts, set 2 | Clone20 osteoblast Shn3 3'UTR firefly luciferase, 24 h | inhibition, % at 12.5 µM | 360,000 tested, 0.52% active | AID 588674, 2011;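 active = mean inhibition of at least 75% with every replicate also reaching 75%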;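 note: 0% = median of neutral control wells and 100% = pilot-screen positive control compound; some compounds past the cut are filed as inactive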
TWEAK Fn14 block – inhibitors of TWEAK-Fn14 signaling, primary screen, luciferase reporter cells, uHTS. TWEAK-stimulated Fn14 reporter cells, luciferase luminescence, 8 h. inhibition, % at 10 µM. 360,000 tested, 2% active; in the data active = inhibition above about 50%
LMP1 NFkB inh – EBV LMP1-driven NF-kappaB luciferase reporter inhibitors, primary screen, cell-based, luminescence, single point; AID 504558, 2011; LMP1-induced NF-kappaB luciferase reporter cells; inhibition, % at 12.5 µM; 350,000 tested, 0.69% active; in the data active = inhibition above about 41%;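 note: 0% = neutral control wells and 100% = reference inhibitor control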
* marks the source's active call; other numbers are inactive results; / = no result given.

Each structure is followed by: CF NFkB inh	SRC1 inh	NR5A2 inv ag	NR2F2 inh	TROY signal inh	KKLEB cytotox	NCOA3 inh	C8 TRAIL sens	Shn3 3UTR inh	TWEAK Fn14 block	LMP1 NFkB inh
- Cc1cc(-c2n[nH]c(=S)n2Cc2ccco2)n(C)n1
→ 11	-3	0	5	9	11	12	2	-6	6	5
- COCCNc1nc2c(c(=O)[nH]c(=O)n2C)n1CCCc1ccccc1
→ -7	9	-2	3	0	7	-15	12	-3	1	6
- O=C1N=C(N2CCc3ccccc3C2)S/C1=C\c1cccc(O)c1
→ 18	-23	-14	4	-22	5	2	-10	-5	-20	-8
- CCN1CCN(c2ccc(S(=O)(=O)N3CCCCC3)cc2NC(=O)c2ccc([N+](=O)[O-])s2)CC1
→ 29	2	30	-5	10	2	4	53*	55	6	1
- COc1ccc(C(=O)NCC(=O)OCC(=O)N2CC(C)CC(C)C2)cc1 (stereo unspecified)
→ 23	5	8	-16	1	-5	0	6	-12	-18	-8
- Cc1ccccc1Cn1ccc(-c2ccc(Cl)cc2)c(C#N)c1=O
→ -2	-12	2	-9	9	12	6	-1	2	-3	1
- COc1ccc(C(=O)NC(=S)NCCO)cc1Br
→ -19	-10	8	-12	4	-8	-11	6	-3	-9	-8
- Cc1ccc(Nc2c(-c3ccc(N4CCOCC4)cc3)nc3ncccn23)c(C)c1
→ -51	-3	-28	1	-23	-8	-23	-5	-3	-24	4
- Cc1ccc(C(=O)OCC(=O)N2CCC(c3ccccc3)=N2)c(C)c1
→ -34	-3	-19	-16	-2	22	-15	-8	-2	-13	-4
- Cn1c(=O)c2c(SCC(=O)N3CCCCC3)nc(-c3ccccc3F)nc2n(C)c1=O
→ 8	-13	-2	2	-28	-11	25	4	4	-7	2
- CNC(=O)c1c[nH]c2ccc(S(=O)(=O)Nc3ccccc3F)cc2c1=O
→ -71	-59	0	-4	-3	2	8	-5	-16	15	-4
- Cc1ccc(/C=N/NC(=O)CSc2nc3ccccc3n2Cc2ccc(Cl)cc2)o1
→ -23	-22	-2	-2	8	8	-5	7	-16	27	3
- O=C(Oc1ccc(Br)cc1C(=S)N1CCCC1)c1ccccc1Cl
→ 6	8	2	6	-6	-2	13	5	-5	14	4
- COc1ccccc1N(CC(=O)N1CCCC1)S(=O)(=O)c1ccc(C)cc1
→ 7	-4	-7	0	-5	9	-2	-9	-30	18	-2
- C=CCOC(=O)C1=C[C@@H](c2ccccc2)C[C@@H](OCc2ccc(CO)cc2)O1
→ 15	-18	-2	8	-15	1	-11	-14	-8	1	-1
- Cc1ccccc1C(=O)Nc1ccc(N2CCOCC2)nc1
→ 1	-40	-31	-30	-12	-1	-9	33	25	5	-2
- COC(C)(C)[C@H](O)COc1c2ccoc2cc2oc(=O)ccc12
→ -34	-13	17	-7	-24	-18	-37	2	8	-17	1
- Cc1ccc(/C=N/c2sc3c(c2C#N)CCCCC3)o1
→ 6	-14	10	-4	29	-14	-12	-1	-5	15	-5
- Cc1ccc(S(=O)(=O)N(C)C)cc1NC(=O)COC(=O)c1ccc2c(c1)OCO2
→ 2	-3	8	-3	3	-2	3	-13	5	8	-2
- COc1cc(OC)cc(C(=O)N[C@@H](CCSC)c2nc3ccccc3[nH]2)c1
→ -24	-3	27	-9	9	23	1	-1	-15	-13	0
- C[C@@H]1CN([C@H](C)CO)C(=O)CCCn2nncc2CO[C@@H]1CN(C)C(=O)Nc1cccc2ccccc12
→ 15	-6	9	-12	31	-2	-14	-33	-1	20	-4
- COc1ccc(C(C)(NC(C)=O)c2nc(-c3cccnc3)cs2)cc1 (stereo unspecified)
→ 0	-4	-34	7	-5	4	5	6	-8	0	/
- Cc1ccc(CSc2ccc(-c3ccco3)nn2)cc1
→ -8	-115	-61	-35	-87	-11	-50	40	-29	-26	-29
- CCC1Oc2ccccc2N(CC(=O)NCCCN2CCOCC2)C1=O (stereo unspecified)
→ 21	0	-2	1	2	-9	1	21	-31	-36	3
- O=C(O)CSCCCC(=O)Nc1ccc(Br)cc1
→ -22	-10	12	1	8	9	1	9	-9	28	3
- N#CCCN(C(=O)COC(=O)c1ccc(S(=O)(=O)N2CCCC2)cc1)c1cccc(Cl)c1
→ -7	-5	6	10	-9	14	-4	-11	-10	7	2
- O=C(N/N=C\c1ccc(Sc2ccccn2)o1)c1cccc(Br)c1
→ -2	-89	12	4	-9	-8	-3	6	5	-9	-8
- COc1ccc(CNC(=O)COc2ccccc2C(=O)c2cnn(-c3ccccc3)c2)cc1OC
→ -7	-76	-61	-21	-10	4	-73	26	-91	-10	-4
- CC(C)CN(C(=O)COc1ccc([N+](=O)[O-])cc1)c1c(N)n(CC(C)C)c(=O)[nH]c1=O
→ -13	-3	13	-13	8	12	4	-4	-8	-4	3
- COC(=O)Cc1cc(=O)n(-c2nc3ccccc3[nH]2)[nH]1
→ -5	-3	14	-8	45	6	-9	-1	-15	9	0
- O=C(C(=O)N1CCN(c2ccccc2Cl)CC1)c1c[nH]c2ccccc12
→ 11	-4	2	28	-25	14	-13	-16	-14	7	0
- c1ccc(-c2noc(C34CC5CC(CC(C5)C3)C4)n2)nc1
→ -8	-81	-130	-34	-34	1	-59	23	-47	-25	-39
- CCOc1ccccc1NC(=O)COC(=O)C(CC)c1ccccc1 (stereo unspecified)
→ -3	4	2	-3	2	9	3	1	12	5	6
- CNC(=O)c1ccc(NC(=O)c2cc(S(=O)(=O)N(C)C)ccc2N2CCCC2)cc1
→ -36	2	3	17	2	2	20	-2	13	-4	-2
- Cc1nc(-c2cccc(NC(=O)c3cccs3)c2)cs1
→ -10	-9	-15	-28	-55	8	-29	-1	-13	-22	-13
- Cc1ccc(C)c(S(=O)(=O)NCc2ccc3c(c2)OCO3)c1
→ -4	10	-9	4	-2	1	8	3	7	14	-1
- CCOc1ccccc1N1CC(C(=O)Nc2cc(S(C)(=O)=O)ccc2Cl)CC1=O (stereo unspecified)
→ -4	-8	15	22	9	1	5	-12	17	-1	-18
- Cc1c(C=O)c2ccccc2n1CC(=O)NCc1ccc2c(c1)OCO2
→ -2	-40	10	5	6	-5	-15	-1	23	-3	6
- c1ccc2c(C[C@@H]3CNCCN3CCCCC3CCCCC3)cccc2c1
→ -8	5	-14	4	-3	9	-26	11	-5	5	5
- CCOc1cc(/C=C/C(=O)OCC(=O)NC2CCS(=O)(=O)C2)ccc1OCc1ccccc1 (stereo unspecified)
→ 7	9	-5	8	-16	-9	0	3	2	-7	-18
- CCc1ccc(CC2(O)CC(C)N(C)CC2C)cc1 (stereo unspecified)
→ -2	-23	-3	2	9	-4	-3	-8	-23	-8	-3
- CCn1c(SCc2nc3ccccc3s2)nnc1-c1ccccc1
→ 8	-70	-74	-34	7	-2	-92	-7	-43	11	-17
- CN(C)CCC(O)c1ccccc1 (stereo unspecified)
→ 4	-3	11	-9	0	-11	-14	1	-5	9	-1
- CCOC(=O)c1ccc(NC(=S)Nc2cc(C)cc(C)n2)cc1
→ 1	-1	14	15	-6	-1	5	-7	8	7	1
- Cc1ccccc1NC(=O)N1C2CCC1CC(O)(c1cccnc1)C2 (stereo unspecified)
→ 3	-16	0	1	0	9	7	2	10	22	-4
- COc1ccc(NC(=O)COc2ccc(/C=C/c3cccc[n+]3C)cc2OC)cc1
→ 1	-15	9	-19	-7	4	-5	-1	3	14	5
- c1ccc(OCCN2CCOCC2)cc1
→ -8	-4	8	21	15	-1	-17	-4	-24	15	16
- COc1ccc(C(=O)Nc2nnc(C)s2)cc1S(=O)(=O)N1CCOCC1
→ 0	-4	16	-19	-14	2	-10	0	-10	0	1
- c1cc2c3c(cccc3c1)C(N1CCCCCC1)=N2
→ 2	-4	4	-25	-7	-7	-1	14	8	-32	-19
- COc1ccc(-c2c(C(C)=O)c(C)n(C)c2C)cc1
→ 13	11	0	4	-4	-14	0	1	-12	10	-4
- COCc1cc(C)nc(SCC(=O)Nc2cc(C(F)(F)F)ccc2N2CCOCC2)c1C#N
→ 38	-5	-5	7	14	-32	8	-2	-6	-8	9
- Cn1c(CN2CCN(CCO)CC2)c(C#N)c2ccccc21
→ 2	17	-1	-18	-9	-8	3	26	3	11	7
- CCN(CC)S(=O)(=O)c1ccc(C)c(NC(=O)CNCc2ccccc2OC)c1
→ 6	-6	-5	-6	-3	0	-5	-2	48	-1	-1
- Cc1ccc(C(=O)COC(=O)CNC(=O)c2ccc(Br)o2)cc1[N+](=O)[O-]
→ 8	0	-4	9	-13	-3	24	-1	0	-15	-1
- Cc1cn([C@H]2C[C@H](O)[C@@H](/C=C/C(=O)NCC(c3ccccc3)c3ccccc3)O2)c(=O)[nH]c1=O
→ 29	7	-16	-21	9	-12	-31	-18	-2	26	/
- C#CC[N+]1(CC#Cc2cccc(C)c2)CCCCC1
→ 6	1	11	-11	-7	0	3	6	9	-6	6
- Cn1c(=O)c2c(nc(NCCO)n2C)n(C)c1=O
→ -2	-3	-14	1	0	1	-9	-3	-4	0	-3
- COc1nc(Nc2ccc(-c3nc4ccccc4o3)cc2)nc(N2CCOCC2)n1
→ -11	0	-21	-5	25	1	11	-6	8	5	7
- CC(C)Nc1nc(-c2ccccn2)nc(-c2ccccc2)c1C#N
→ 6	-3	13	8	-4	14	3	-5	24	-13	18
- C=CCNC(=O)c1ccccc1NS(=O)(=O)c1ccc(OC)c(C(=O)N2CCOCC2)c1
→ -11	2	15	24	11	11	1	-6	-2	9	-1

The listing continues:
Each structure is followed by: CF NFkB inh	SRC1 inh	NR5A2 inv ag	NR2F2 inh	TROY signal inh	KKLEB cytotox	NCOA3 inh	C8 TRAIL sens	Shn3 3UTR inh	TWEAK Fn14 block	LMP1 NFkB inh
- COc1ccc(Nc2nc(N)c([N+](=O)[O-])c(NC3CCCCC3)n2)cc1
→ 18	12	0	17	2	0	-1	5	-16	28	-24
- Cc1cc(CNC(=O)c2ccc(C)c([N+](=O)[O-])c2)c2ccccc2n1
→ 14	8	8	-30	14	-7	12	-15	58	6	-6
- Nc1nonc1N/N=C/c1c(O)ccc2ccccc12
→ -30	-9	0	-3	13	2	20	7	18	8	8
- Cc1cc(C)n(-c2cccc(F)n2)n1
→ 5	7	-14	3	38	3	7	-6	15	-5	1
- Cn1c(=O)c(=O)n(C)c2cc(S(=O)(=O)N3CCc4ccccc43)ccc21
→ 23	-4	7	15	14	3	3	17	30	7	2
- Cc1cccc(C)c1NC(=O)CCS(=O)(=O)c1cccc2nsnc12
→ -16	-1	1	-1	-1	-4	-12	0	-4	-23	-8

Only part of the results is shown. The share of hits here may be higher or lower than overall.
